# Screens (PubChem)
# AID2073: inhibitors of Mint1-CaV2.2 protein interaction, biochemical, HTRF (AID 2073); HTRF protein-protein interaction, Mint1-CaV2.2; higher % means a stronger effect; inhibition, % at 20 µM; hits with a dose series show IC50 in µM; 0.19% of 290,000 active; in the data active means inhibition mostly above about 51%, no sharp cut-off; further: some results filed as inactive read as strong as hits
# HIV peptide binding: inhibitors of HIV fusion peptide binding, primary screen, biochemical, uHTS, fluorescence dequenching (AID 1986) | cell-free peptide binding, fluorescence dequenching, 30 min; higher % means a stronger effect | inhibition, % at 20 µM, or IC50 in µM where a hit was titrated | 0.3% of 290,000 active; in the data active means inhibition mostly above about 52%, no sharp cut-off; inactive means mostly below about 76%; further: some results filed as inactive read as strong as hits
# Numbers without * were called inactive. These rows are one share of the data; count on the stated rates, not on these rows.
# Results follow in this order: AID2073	HIV peptide binding
1: COc1cc(/C=C2/C(=N)N3N=C(CC(=O)N4CCOCC4)SC3=NC2=O)ccc1OCc1ccc(F)cc1
  20%	26%
2: COc1cc(OC)cc(C(=O)NCCCn2ccnc2)c1
  -3%	0.9%
3: O=c1[nH]c(/C=C/c2ccc(Br)cc2)nc2ccccc12
  46%	0.5%
4: O=C(CNC(=O)c1cccs1)OCc1c(F)cccc1Cl
  -1%	0.6%
5: CC(C)c1ccc(CN(C(=O)c2cccs2)C2CCS(=O)(=O)C2)cc1 (centres undefined)
  -2%	0.2%
6: CC(=O)c1cn(CCOc2ccccc2C)c2ccccc12
  -6%	1.6%
7: COc1ccc(S(=O)(=O)N2CCOC2CNC(=O)C(=O)NCc2ccc3c(c2)OCO3)cc1OC (centres undefined)
  13%	-0.2%
8: O=C(NCC1CCOCC1)c1cc(COc2ccc(F)cc2F)on1
  3%	-1.7%
9: Cc1cc(OCC(=O)NCC2CCC(C(=O)O)CC2)c2c(C)c(Cc3ccccc3)c(=O)oc2c1 (centres undefined)
  32%	6.6%
10: CCn1c(/C=C/c2ccc(F)cc2)nc2ccccc2c1=O
  8%	-1.0%
11: CCOC(=O)c1c(NC(=O)c2cccc(N3C(=O)CCC3=O)c2)sc2c1CCN(CC)C2
  3%	2.9%
12: O=C(NC1CCCC1)C1CCC(CNS(=O)(=O)c2ccc(F)cc2)CC1 (centres undefined)
  10%	-1.1%
13: COc1ccc(S(=O)(=O)N2CCOC2CNC(=O)C(=O)NCCN2CCOCC2)cc1OC (centres undefined)
  5%	0.8%
14: Cc1cc(C)c(S(=O)(=O)N2CCOC2CNC(=O)C(=O)NCc2ccncc2)c(C)c1 (centres undefined)
  0%	1.4%
15: CCc1ccc(CN2CCC(n3nccc3NC(=O)c3ccccc3)CC2)o1
  -7%	-1.4%
16: O=C(N/N=C/c1ccoc1)c1ccc(Cl)cc1
  14%	-1.6%
17: CCCN1CCC(CCOc2ccccc2)(C(=O)OCC)CC1
  8%	0.3%
18: O=C(CCN1C(=O)S/C(=C\C=C\c2ccccc2)C1=O)Nc1ccc(O)cc1
  -3%	-0.3%
19: CSc1ncccc1C(=O)OCC(=O)N(CC(C)C)c1c(N)n(Cc2ccccc2)c(=O)[nH]c1=O
  21%	1.3%
20: CCNC(=S)NC1CC2CCCC(C1)N2CCc1ccccc1 (centres undefined)
  -4%	0.0%
21: CCn1c(C)c(C)c2cc(C(=O)N3CCCC3)ccc21
  3%	-1.8%
22: Nc1ccc(-c2c3ccccc3nc3ccccc23)cc1
  -2%	1.9%
23: COc1ccc(C(=O)NC2=NCCS2)cc1
  2%	0.8%
24: Cc1nnc(N2C(=O)C(=O)/C(=C(/O)c3ccc4c(c3)OCCO4)C2c2ccc([N+](=O)[O-])cc2)s1 (centres undefined)
  12%	9.1%
25: COc1ccc(C(=O)CCC(=O)NCc2cc(OC)cc(OC)c2)cc1
  -8%	2.8%
26: Cc1ccc(S(=O)(=O)n2nc(OC(=O)c3ccccc3C)cc2N)cc1
  -17%	-0.5%
27: COc1ccc(C(=O)CN2C(=O)NC3(CCCc4ccccc43)C2=O)c(OC)c1 (centres undefined)
  -5%	0.1%
28: COc1ccc(OC)c(/C=C/c2nc3ccccc3[nH]c2=O)c1
  36%	173%
29: Cc1ccc(C(=O)OCC(=O)N(C)c2ccccc2)cc1C
  15%	1.1%
30: Cc1ccc(C)c(OCC(O)CNC2CCCC2)c1 (centres undefined)
  8%	-0.5%

# Excerpt: entries 1 to 2
# Results follow in this order: AID2073	HIV peptide binding
1: COc1cc(/C=C2/C(=N)N3N=C(CC(=O)N4CCOCC4)SC3=NC2=O)ccc1OCc1ccc(F)cc1
  20%	26%
2: COc1cc(OC)cc(C(=O)NCCCn2ccnc2)c1
  -3%	0.9%

# As entered above.
# compound 1 in HIV peptide binding: 26%
# compound 4 in AID2073: -1%

# Further compounds
# Results follow in this order: AID2073	HIV peptide binding
31: O=C(NC(C(=O)N/N=C/c1cc([N+](=O)[O-])ccc1O)c1n[nH]c(=O)c2ccccc12)c1ccccc1 (centres undefined)
  14%	44%
32: CC(C)NC(=O)C(c1ccc(F)cc1)N(C(=O)CCC(=O)Nc1ccccn1)c1cccc(F)c1 (centres undefined)
  1%	2.9%
33: CCCNC(=O)CSc1nc(Cc2ccccc2)nc2ccccc12
  16%	0.3%
34: Cc1ccnc(NC(=O)C2CCN(S(=O)(=O)c3c(C)c(C)cc(C)c3C)CC2)c1
  3%	0.0%
35: NC(=O)CSc1nnc2n(N)c(=O)c3ccccc3n12
  -13%	0.3%
36: Cc1nc2ccccn2c1-c1csc(Nc2cccc(C(=O)O)c2)n1
  16%	0.0%
37: N#Cc1ccc(N2CCCNCC2)nc1
  7%	1.0%
38: CC(Oc1ccc(C(C)(C)C)cc1)C(=O)NC1CC(C)(C)NC(C)(C)C1 (centres undefined)
  3%	-0.1%
39: O=C(Cn1c(NCCCO)nc2ccccc21)c1ccc(F)cc1
  1%	1.7%
40: O=[N+]([O-])c1ccc(N2CCN(S(=O)(=O)c3ccccc3)CC2)cc1
  -3%	-1.5%
41: CCCNC(=O)C1CC(=O)N(c2ccc(OCc3ccc(F)cc3)cc2)C1 (centres undefined)
  4%	-2.1%
42: CSc1ncc(C(=O)NCCCc2ccccc2)c(C)n1
  13%	2.9%
43: COc1ccc(C(=O)Nc2ccccc2C(=O)N2CCCCCC2)cc1
  8%	0.1%
44: NC(=O)CC(NC(=O)Cc1ccc(Cl)cc1)c1ccc(NC2CC3CCC2C3)c([N+](=O)[O-])c1 (centres undefined)
  10%	0.1%
45: COCCNS(=O)(=O)c1cc2[nH]c3c(c2cc1C)C(=O)CC(C)(C)C3
  10%	0.8%
46: COc1ccc(C(=O)Nc2ccc3c(c2)C(=O)NC3=O)cc1
  15%	2.2%
47: Cc1cccc(C(=O)NCCc2nnc(SCC(=O)Nc3cccc(C(=O)O)c3)n2C)c1
  -6%	-0.5%
48: O=C(NC1CCN(Cc2ccc(F)cc2)CC1)c1ccccc1
  8%	-2.0%
49: O=S(=O)(NCc1ccco1)c1ccc(Cl)cc1Cl
  1%	1.0%
50: COc1ccc(C)cc1N(CC(=O)N1CCCCCC1)S(=O)(=O)c1ccc(C)cc1
  0%	-0.2%
51: O=C(C1=C(O)C(=O)N(CC2CCCO2)C1c1cccc(Cl)c1)c1ccco1 (centres undefined)
  -5%	-0.5%
52: O=C(NCCOc1ccccc1F)C1CCC(=O)N(CCc2cccc(F)c2)C1 (centres undefined)
  2%	-1.1%
53: COc1ccccc1N1CCN(C(=O)c2sc3nc4n(c(=O)c3c2C)CCC4)CC1
  -6%	1.8%
54: CCc1ccc(C(C(=O)NCc2ccc(F)cc2)N(C(=O)c2csnn2)C2CC2)cc1 (centres undefined)
  10%	0.3%
55: O=C(O)/C=C/c1ccc(S(=O)(=O)Nc2ccc3[nH]c(=O)[nH]c3c2)cc1
  17%	4.6%
56: O=C(Nc1cccc(O)c1)c1cc(-c2cccs2)on1
  3%	0.3%
57: Cc1cccc(NC(=S)N2CCN(S(=O)(=O)c3ccc(F)cc3)CC2)c1
  -19%	1.3%
58: Cc1ccc(NC2CCCN(C(=O)c3cnc4ccccn4c3=O)C2)cc1C (centres undefined)
  1%	-1.0%
59: COCCn1c(SCC(=O)NC2CCCCC2)nnc1-c1ccco1
  -2%	1.3%
60: COc1ccc(CN2CCc3c([nH]c4ccccc34)C2)c(OC)c1C
  4%	0.4%

# Rewritten as tab-separated lines: entries from further up.
nr	Molecule	AID2073	HIV peptide binding
54	CCc1ccc(C(C(=O)NCc2ccc(F)cc2)N(C(=O)c2csnn2)C2CC2)cc1 (centres undefined)	10%	0.3%
41	CCCNC(=O)C1CC(=O)N(c2ccc(OCc3ccc(F)cc3)cc2)C1 (centres undefined)	4%	-2.1%
46	COc1ccc(C(=O)Nc2ccc3c(c2)C(=O)NC3=O)cc1	15%	2.2%
44	NC(=O)CC(NC(=O)Cc1ccc(Cl)cc1)c1ccc(NC2CC3CCC2C3)c([N+](=O)[O-])c1 (centres undefined)	10%	0.1%
45	COCCNS(=O)(=O)c1cc2[nH]c3c(c2cc1C)C(=O)CC(C)(C)C3	10%	0.8%
55	O=C(O)/C=C/c1ccc(S(=O)(=O)Nc2ccc3[nH]c(=O)[nH]c3c2)cc1	17%	4.6%
50	COc1ccc(C)cc1N(CC(=O)N1CCCCCC1)S(=O)(=O)c1ccc(C)cc1	0%	-0.2%

# The results go on.
# Results follow in this order: AID2073	HIV peptide binding
61: O=[N+]([O-])c1ccc(NS(=O)(=O)c2cccc3cccnc23)cc1
  11%	1.1%
62: CCc1nn(CCCC(=O)N(C)Cc2ccccc2)c(=O)c2cc3occc3n12
  10%	-1.5%
63: CC(=O)N1c2ccc(S(=O)(=O)N3CCCC(C(=O)Nc4ccc(C)cc4C)C3)cc2CC1C (centres undefined)
  -4%	0.8%
64: CCOC(=O)C1CCN(C(=O)C2CCN(S(=O)(=O)c3ccc4c(c3)CC(C)N4C(C)=O)CC2)CC1 (centres undefined)
  -6%	-0.1%
65: COc1ccc(NS(=O)(=O)c2cc(C(=O)Nc3ccccc3C(=O)O)ccc2C)cc1
  9%	16%
66: COc1ccc(-n2ncc3c2CC(C)(C)CC3NC(=O)CCN2CCCCC2=O)cc1 (centres undefined)
  4%	0.4%
67: Cc1noc(C(=O)Nc2ccc(F)c(Cl)c2)c1Cl
  6%	-1.7%
68: COc1cc(C2CC(=O)c3cnc(NC(=O)c4ccco4)nc3C2)cc(OC)c1OC (centres undefined)
  7%	0.2%
69: O=C1CCCN2N=C(SCC(=O)Nc3ccc(Br)cc3)SC2=N1
  10%	1.4%
70: O=C1CCC(C(=O)N(CCO)Cc2ccccc2)CN1CCCN1CCOCC1 (centres undefined)
  3%	0.5%
71: Cc1ccc2[nH]c3nc(SCC#N)nnc3c2c1
  20%	-0.3%
72: O=C(c1cccc(Cl)c1)N1CCN(c2ncccn2)CC1
  7%	0.0%
73: CCC(C)c1ccc(NC(=S)N2CCN(C(=O)C3CCCO3)CC2)cc1 (centres undefined)
  -13%	1.0%
74: OC(CN1CCOCC1)Cn1c2c(c3ccccc31)CCCC2 (centres undefined)
  2%	-0.6%
75: CCN1CCN(C(=O)CN(CC)S(=O)(=O)c2ccc3ccccc3c2)CC1
  8%	1.3%
76: CCn1ncc([N+](=O)[O-])c1C(=O)N1CCc2ccccc2C1
  4%	0.2%
77: CC(=O)NC1CCN(CC(=O)Nc2nccs2)CC1
  -1%	1.1%
78: COc1ccc(CNC(=O)c2ccc(Br)s2)cc1OC
  1%	-0.7%
79: COc1ccc(N(CC(=O)N/N=C/c2cccc(OC)c2OC)S(=O)(=O)c2ccccc2)cc1
  6%	1.4%
80: O=c1nc2ccc(Cl)cn2c2ccc(S(=O)(=O)N3CCOCC3)cc12
  42%	1.5%
81: O=C(NNC(=O)c1ccc2ccccc2c1O)Nc1ccc(F)cc1
  5%	11%
82: CC(OC(=O)c1cnc2ccccc2n1)c1ccccc1Cl (centres undefined)
  0%	-1.5%
83: CCOC(=O)c1[nH]c(C)c(C(=O)N2CCCC(Nc3ccc(C)c(C)c3)C2)c1C (centres undefined)
  0%	-1.5%
84: O=C(Nc1cccc(C(F)(F)F)c1)c1cccc(NS(=O)(=O)c2ccc(O)c(C(=O)O)c2)c1
  5%	8.8µM*
85: N#C/C(=C\c1ccc(O)cc1)C(=O)NCc1ccccc1
  7%	-0.4%
86: Cc1cc(-c2ccc(C)c(S(=O)(=O)NC(C)Cc3ccco3)c2)on1 (centres undefined)
  5%	1.4%
87: CCCCc1nnc(NC(=O)CSCc2cc(=O)n3c(C)csc3n2)s1
  33%	-1.6%
88: COc1cccc(NC(=O)CCC2CCN(C(=O)c3c(C)noc3C)CC2)c1
  2%	0.3%
89: Cc1c(C(C)NC(=O)c2ccc3nc(Cc4ccccc4F)oc3c2)cnn1C (centres undefined)
  -8%	0.3%
90: CC(C)CC(NC(=O)C1CCCN1C(=O)[C@@H](C)NC(=O)OCc1ccccc1)C(=O)NCC(N)=O (some centres undefined)
  -9%	0.9%

# The list goes on:
# Results follow in this order: AID2073	HIV peptide binding
91: Cc1nc2ccccc2c(=O)n1NC(=O)c1ccc(Cl)c(Cl)c1
  8%	-0.3%
92: CCOc1ccccc1CNC(=O)Cn1ccc2cc(S(=O)(=O)N3CCCCCC3)ccc21
  16%	1.5%
93: Cc1cccc(CCNC(=O)c2cc(S(=O)(=O)N3CCCC3)cn2C)c1
  -1%	1.1%
94: CC1=Nc2cc(C(=O)NCCCN3CCOCC3)ccc2Sc2c(C)ccc(C)c21
  -14%	-0.6%
95: COc1ccc(CCN=C(N)NS(=O)(=O)c2ccc(C)c(C)c2)cc1OC
  -5%	0.5%
96: COc1ccc(CCNC(=O)CCC(=O)N2CCOc3ccc(Cl)cc32)cc1OC
  9%	-3.1%
97: O=C(COC(=O)C1C2CC3OC(=O)C1C3C2)Nc1ccc(F)cc1 (centres undefined)
  9%	0.9%
98: COc1ccc(OC)c(C(=O)NC(CC(N)=O)c2ccc(N3CCC(Cc4ccccc4)CC3)c([N+](=O)[O-])c2)c1 (centres undefined)
  -2%	2.0%
99: COc1ccc(Cl)cc1NC(=O)CSc1nc(Nc2ccccc2)nc(N2CCOCC2)n1
  21%	2.8%
100: COc1ccc(CN2CCN(Cc3c[nH]c4ccccc34)CC2CCO)cc1C (centres undefined)
  2%	-1.3%
101: COc1ccc(C2NC(=O)CCC2[N+](=O)[O-])cc1OC (centres undefined)
  10%	-0.7%
102: Nc1nc(C(c2ccccc2)c2ccccc2)cs1
  5%	-0.9%
103: Cc1ccc(C)c(OCc2cc(C(=O)N3CCNC(=O)C3)no2)c1
  11%	-1.6%
104: Cc1ccc(C(=O)Nc2nc(-c3ccc(F)cc3)cs2)o1
  5%	0.1%
